Bioassay records deposited in PubChem by several laboratories.
MOR-DOR inv ag = mu-delta opioid heterodimer inverse agonism; P35372+P41143; cell-based MOR-DOR heterodimer luminescence; inhibition, % at 9.3 µM; hit rate 0.21% among 340,000; in the data active means inhibition above about 22%, passing the limit was not always enough;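 further: 0% = cells with DMSO and 100% = wells without cells with DMSO; values of inactives mirror those of a sister screen read the other way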
V-ATPase pH = yeast V-ATPase proton transport regulation by pHLuorin; hit rate 0.37% among 350,000; response, % at 10 µM; S. cerevisiae, pHLuorin cytosolic pH fluorescence; in the data active means response mostly above about 7.3%, no sharp cut-off; inactive means mostly below about 5.4%; further: actives read high; inactives centre near 0; some compounds called inactive have numbers as strong as hits; reference of the scale not given here
DAGLB inh = blocks human DAGLB lipase activity; Q8NCG7; HEK293T DAGLB membrane lysate, EnzChek fluorogenic substrate; inhibition, % at 5.17 µM; hit rate 0.059% among 340,000; in the data active means inhibition above about 34%;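 further: 0% = enzyme with vehicle and 100% = wells lacking enzyme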
HTR5A ag ctr = counter-screen for OPRM1-OPRD1 agonists: human HTR5A agonism | P47898 | HTR5A agonist assay, luminescence, cell-based | activation, % at 9.3 µM | hit rate 0.61% among 340,000 | AID 504692; in the data active means activation mostly above about 9.5%, no sharp cut-off; inactive means mostly below about 7.6%;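 further: 0% = cells with vehicle only and 100% = reference agonist; strong numbers were not always called active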
Target sequence (P47898 whole entry, looked up): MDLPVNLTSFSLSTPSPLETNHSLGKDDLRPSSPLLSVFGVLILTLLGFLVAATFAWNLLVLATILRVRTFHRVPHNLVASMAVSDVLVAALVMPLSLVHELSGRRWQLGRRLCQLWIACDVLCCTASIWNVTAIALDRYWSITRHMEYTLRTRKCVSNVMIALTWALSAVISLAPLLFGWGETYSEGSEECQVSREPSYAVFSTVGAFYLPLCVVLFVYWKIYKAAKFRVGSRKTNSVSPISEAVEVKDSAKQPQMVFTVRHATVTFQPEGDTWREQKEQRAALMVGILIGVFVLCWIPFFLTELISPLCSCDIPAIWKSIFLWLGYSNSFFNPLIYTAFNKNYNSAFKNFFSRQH
PKA-R2B activ = activators of human PKA-R2B complex. hit rate 0.079% among 340,000. activation, % at 11.4 µM. AID 504700. PKA-R2B holoenzyme dissociation, Cy5-IP20 fluorescence polarization; R2B truncated from residue 108, S112A mutant; 0% DMSO only, 100% 113 µM cGMP. P22694+P31323;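 active means activation above a cutoff set at the mean over all compounds plus 3 SD, cut at about 18% in these data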;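 further: higher means more holoenzyme dissociation and a rise in polarization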
Target sequence (P31323 whole entry, looked up, other chains not shown, the tested form may be a part): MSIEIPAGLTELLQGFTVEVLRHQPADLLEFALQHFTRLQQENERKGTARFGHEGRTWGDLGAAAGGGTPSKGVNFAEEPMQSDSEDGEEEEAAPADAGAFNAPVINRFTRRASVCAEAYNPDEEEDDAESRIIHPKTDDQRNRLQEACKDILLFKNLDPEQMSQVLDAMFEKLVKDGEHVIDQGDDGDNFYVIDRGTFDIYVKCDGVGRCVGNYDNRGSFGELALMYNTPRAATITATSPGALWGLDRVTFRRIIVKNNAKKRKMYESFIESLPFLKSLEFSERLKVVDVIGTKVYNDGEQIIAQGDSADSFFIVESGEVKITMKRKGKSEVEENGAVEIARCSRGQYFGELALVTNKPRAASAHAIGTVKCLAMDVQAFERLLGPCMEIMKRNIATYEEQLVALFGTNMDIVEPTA
MOR-DOR ag = agonists of human mu-delta opioid receptor heterodimerization | hit rate 0.3% among 340,000 | P35372+P41143 | activation, % at 9.3 µM | cells, OPRM1-OPRD1 heterodimerization, luminescence; in the data active means activation above about 18%;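 further: 0% = vehicle-treated cells and 100% = reference agonist; values of inactives mirror those of a sister screen read the other way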
Pemphigus Ab inh = human desmoglein-3 autoantibody binding inhibition; P32926; DSG3-coupled beads, scFv-anti-DSG3-GFP binding, flow cytometry; stronger effect = lower value; binding (percent of control), % at 10 µM; hit rate 0.48% among 310,000; AID 588358;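 active means binding more than 3 SD below its plate's average and above zero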;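 further: hits lower antibody fragment binding to DSG3; some compounds called inactive have numbers as strong as hits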
HTR5A inv ctr = counter-screen for OPRM1-OPRD1 inverse agonists: human HTR5A inverse agonism. inhibition, % at 9.3 µM. HTR5A cell line, luminescence. hit rate 0.083% among 340,000. AID 504634; in the data active means inhibition mostly above about 23%, no sharp cut-off; inactive means mostly below about 18%;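 further: 0% = cells with DMSO and 100% = no-cell wells with DMSO; some compounds called inactive have numbers as strong as hits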
Arr AP2 block = inhibitors of human beta-arrestin and AP2 interaction; FITC-arrestin peptide / GST-AP2 beads, flow cytometry; AP2 beta2 appendage carries R879A mutation; inhibition, % at 10 µM; hit rate 0.31% among 340,000; AID 504490;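 active means inhibition above a set limit, near 3 SD of compounds lacking own fluorescence, cut at about 54% in these data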;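 further: plate controls were DMSO wells for no effect and 5 µM unlabelled arrestin peptide for full effect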
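Measured by: flow cytometry, FL1 (488/535 nm); Material: AP2 appendage R879A on GSH beads; Evaluation: percent response; Timing: pre-incubation 12 min, peptide binding 1 h, room temperature; Also added: 50 nM FITC-arrestin peptide; Medium: PBS with 0.05% Tween 20 and 0.1% BSA.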
PKA-R1A act = PKA-R1A complex activation | activation, % at 11.4 µM | PKA-R1A dissociation, Cy5-IP20 fluorescence polarization; scaled: DMSO 0%, 113 µM cGMP 100% | P00514+P68181 | hit rate 0.083% among 340,000 | AID 504707;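 active means percent activation above the mean of all tested compounds plus 3 SD, cut at about 19% in these data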;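 further: higher means more PKAc released from R1A so a rise in polarization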
* = called active by the depositor; nt = no result given.

SMILES	MOR-DOR inv ag	V-ATPase pH	DAGLB inh	HTR5A ag ctr	PKA-R2B activ	MOR-DOR ag	Pemphigus Ab inh	HTR5A inv ctr	Arr AP2 block	PKA-R1A act
CC12CCC(=O)N1C(C(=O)NCCN1C(=O)S/C(=C\c3ccccc3F)C1=O)CS2 (stereo unspecified)	-3	-2	2	4	-5	0.5	103	-11	-15	-1
C[C@@H]1CN[C@@H](CCO)/C1=C\c1ccccc1	10	-1	-4	0	-3	-2.2	102	0	-12	5
O=C(C1CCC(CNc2c(N3CCCC3)c(=O)c2=O)CC1)N1CCc2ccccc21 (stereo unspecified)	15	-3	-2	2	-3	-2.8	92	3	-11	-4
Cc1ccc(Cc2nnc3n(-c4cccc(C)c4)nc(C(=O)c4ccccc4)n3c2=O)cc1	-11	0	-2	0	5	2.1	nt	0	5	-2
O=C(O)c1ccccc1OCCOc1ccccc1C(=O)O	8	-2	-1	-3	2	-1.3	101	-22	5	-1
CC1CCN(Cc2ccc(-c3nnn(CC(=O)NC4CCCCC4)n3)cc2)CC1	7	4	-2	2	0	-1.3	103	-10	-4	-1
Nc1nc2ncc(C(=O)c3cc(Cl)cc(Cl)c3O)cc2s1	4	-13	10	4	-1	-0.8	73	-31	2	-1
COc1ccc(CCNC(=O)c2cc3c(=O)n4cccc(C)c4nc3n(CCCN3CCOCC3)c2=N)cc1	9	0	1	1	-5	-1.7	97	-4	6	-11
COc1nccc(Nc2ccccc2)c1C#N	6	3	0	-5	9	-1.4	109	-9	-7	-2
O=c1c(Cc2ccc(F)cc2)c(O)ccn1CCc1ccccn1	1	0	-1	4	-3	-0.2	96	-41	15	-10
CCOC(=O)Cn1c(C)c(C#N)c2ccccc21	11	-6	3	2	8	-1.8	100	-16	-2	5
CNc1snc(C)c1C(=O)OCC(=O)N(C)c1ccccc1	7	3	4	-2	0	-1.3	99	9	9	-9
N#C/C(=C(/O)COC(=O)CCc1ccc(S(=O)(=O)N2CCOCC2)cc1)c1nc2ccccc2[nH]1	1	0	0	5	-3	-0.2	101	29	0	0
Cc1cccc(C)c1NC(=O)C(c1ccc([N+](=O)[O-])cc1)N(C)C(=O)c1ccccn1 (stereo unspecified)	3	1	-1	1	-10	-0.5	79	8	26	1
N#Cc1ccccc1OCC(=O)NNC(=O)c1ccncc1	6	2	1	1	-3	-1.5	nt	-4	3	-5
COc1cccc(CNC(=O)c2cccnc2Sc2ccc(Cl)cc2)c1	-3	0	-4	-2	-12	0.5	120	-19	5	-12
Cc1ccc(F)c(NC(=O)C2CCCCC2C(=O)O)c1 (stereo unspecified)	3	0	1	3	-13	-0.5	102	-15	9	2
O=C(c1ccco1)N1N=C(c2cccs2)CC1c1ccccc1O (stereo unspecified)	-5	4	3	7	-12	1.0	100	-18	2	-5
CCN(CC)C(=O)Cn1cc(C(=O)C(=O)NCc2cccs2)c2ccccc21	-6	2	4	2	-5	1.4	107	21	-8	0
O=C(CCCNC(=O)c1ccc(Cl)cc1)Nc1ccccc1F	-7	-2	1	5	1	1.0	93	-23	-27	0

Grouped by structure, the compounds so far containing fluorine.
SMILES	MOR-DOR inv ag	V-ATPase pH	DAGLB inh	HTR5A ag ctr	PKA-R2B activ	MOR-DOR ag	Pemphigus Ab inh	HTR5A inv ctr	Arr AP2 block	PKA-R1A act
CC12CCC(=O)N1C(C(=O)NCCN1C(=O)S/C(=C\c3ccccc3F)C1=O)CS2 (stereo unspecified)	-3	-2	2	4	-5	0.5	103	-11	-15	-1
O=c1c(Cc2ccc(F)cc2)c(O)ccn1CCc1ccccn1	1	0	-1	4	-3	-0.2	96	-41	15	-10
Cc1ccc(F)c(NC(=O)C2CCCCC2C(=O)O)c1 (stereo unspecified)	3	0	1	3	-13	-0.5	102	-15	9	2
O=C(CCCNC(=O)c1ccc(Cl)cc1)Nc1ccccc1F	-7	-2	1	5	1	1.0	93	-23	-27	0

The results go on.
SMILES	MOR-DOR inv ag	V-ATPase pH	DAGLB inh	HTR5A ag ctr	PKA-R2B activ	MOR-DOR ag	Pemphigus Ab inh	HTR5A inv ctr	Arr AP2 block	PKA-R1A act
Cc1ccc2[nH]c(=O)c(CN(Cc3cccnc3)Cc3nnnn3CC3CCCO3)cc2c1 (stereo unspecified)	15	7	3	1	0	-2.9	91	-3	-7	2
O=S(=O)(N/N=C\c1ccccc1O)c1ccc(Cl)cc1	8	1	5	3	0	-1.5	nt	-9	-6	-7
CCOC(=O)C(C)Oc1nc(Oc2ccccc2)nc(N(C)C)n1 (stereo unspecified)	9	2	-1	0	-11	-1.7	112	0	13	-6
O=C(COC(=O)c1ccc(F)c(S(=O)(=O)N2CCOCC2)c1)Nc1ccc(Cl)cn1	nt	-1	-3	nt	1	nt	101	nt	nt	3
CN(C)CC(C)(C)CNS(=O)(=O)c1ccc(Cl)cc1	3	1	0	1	-4	-0.6	103	-3	4	3
O=C(CN1C(=O)S/C(=C\c2ccc(-c3cc(C(=O)O)ccc3Cl)o2)C1=O)Nc1ccc2c(c1)OCO2	-6	-5	1	-3	-7	1.0	nt	12	1	-12
CCOC(=O)CC1C(=O)NCCN1C(=O)c1ccc(Cl)c(Cl)c1 (stereo unspecified)	11	-1	-1	0	-5	-2.3	93	-1	-9	5
CC(=O)c1cc2c(cc1NC(=O)Cc1c(C)noc1C)OCO2	16	-5	-1	-4	0	-3.0	92	15	17	11
CC1(C)Cc2c(sc3nc[nH]c(=O)c23)CO1	23	-1	2	6	-5	-4.8	102	4	-15	6
COc1cccc(-c2csc(N3CCN(S(=O)(=O)c4ccc(F)cc4)CC3)n2)c1	-4	-1	0	-1	-5	0.8	107	-27	2	-4
CC(=O)c1ccc([C@H]2C[C@@]34CN(C(=O)OC(C)(C)C)S(=O)(=O)[C@H]3C[C@H]2O4)cc1	8	3	-5	5	-4	-1.7	104	-5	-6	6
CCOC(=O)N1CCN(c2ccc3nnnn3n2)CC1	3	3	-1	6	-4	-0.8	nt	-14	4	0
Cc1cc(C(=O)Nc2ccc3nc(C)sc3c2)c2ccccc2n1	2	3	-2	1	2	-0.4	98	-2	8	0
C=C1CCN(c2ccc(C(=O)NCc3ccccc3)cc2[N+](=O)[O-])CC1	10	1	2	12	-9	-1.8	105	5	1	1
COCCNC(=O)C(=O)N/N=C(\C)CC(=O)Nc1cccnc1	1	-3	-1	0	8	-0.3	116	1	18	-3
CNC(=O)c1ccc(Nc2nnc(-c3ccc(C(N)=O)cc3)c3ccccc23)cc1	15	0	0	5	5	-3.3	106	-18	-2	-4
CCOC(=O)Cc1cnc(NC(=O)CSc2nc(C(C)C)cc(=O)[nH]2)s1	7	4	1	2	-8	-1.4	92	-5	9	1
COCCn1c(=O)[nH]c2cc(C(=O)N3CCN(c4cccc(C)c4C)CC3)ccc2c1=O	2	-81	1	-6	3	-0.3	nt	17	5	-13
COc1ccc(COC(=O)C2=C(C)NC(=O)NC2c2ccc(F)cc2)cc1 (stereo unspecified)	16	-2	1	3	0	-3.2	114	-9	14	4
CCN1CCN(S(=O)(=O)c2ccc(Cl)c(C(=O)N(C)C3CCCCC3)c2)CC1	nt	-1	4	nt	-4	nt	105	nt	nt	-6
COc1ccc(CCNC(=O)c2cnc3n(c2=O)CCS3)cc1OC	8	-3	1	5	10	-1.6	99	-21	-4	6
Cc1ccnc(NC(=O)COC(=O)C23CC4CC(CC(C4)C2)C3)n1	-2	1	1	6	5	0.3	88	-18	1	-9
O=C(O)CS(=O)CC(=O)NCc1cccc(C(F)(F)F)c1 (stereo unspecified)	18	0	1	-7	5	-3.5	103	16	-2	1
COc1ccc(-c2nc(-c3ccccc3)c(-c3cc([N+](=O)[O-])ccc3C)[nH]2)cc1OC	6	-1	-2	3	-8	-1.3	97	-7	22	-11
O=C(Nc1ccc(F)cc1F)c1ccc2c(c1)[nH]c(=O)n2Cc1ccc(F)cc1	11	1	0	-3	-7	-2.2	116	11	-11	2
O=[N+]([O-])c1cc(/C=N/N2CCN(Cc3ccccc3)CC2)ccc1Cl	-2	-2	-6	2	1	0.4	99	-6	0	0
CNC(=O)c1c(C)[nH]c(=S)c(C#N)c1-c1ccco1	9	-1	-2	0	-1	-1.9	100	13	3	-2
Cn1c(SCC(=O)Nc2ccc(N3CCOCC3)cc2)nnc1-c1ccccc1F	7	0	-1	4	-5	-1.1	nt	-12	6	7
N=c1c(C(=O)NCc2ccc(F)cc2)cc2c(=O)n3ccccc3nc2n1CCCN1CCOCC1	9	-15	0	3	-1	-1.5	117	-12	nt	-2
COc1cc(OC)cc(C(=O)N[C@H](C(=O)OCC(=O)Nc2ccc(C(N)=O)cc2)C(C)C)c1	21	-2	-1	-1	-3	-4.6	103	-4	5	1
COc1ccc(CN2C(=O)c3ccccc3C2=O)cc1C(=O)N(C)CC(=O)Nc1ccc(F)cc1	15	-1	2	3	-9	-3.5	99	-8	-11	-4
COc1cccc(-c2ccc3nnc(SCC(=O)N4CCOCC4)n3n2)c1	-2	-1	0	5	-2	0.3	105	-14	-6	-7
CCC/C(=C1/c2ccccc2C(=O)N1c1ccccc1)c1ccc(O[C@@H]2CCCCO2)cc1	-6	-8	-18	11	3	1.2	104	3	5	-2
O=C(COC(=O)CNC(=O)c1cccc(OC(F)F)c1)NNC(=O)c1ccccc1	15	1	-1	-3	-5	-3.8	nt	8	-15	-11
OCCC1CN(Cc2ccc(-c3ccco3)cc2)CCN1Cc1ccsc1 (stereo unspecified)	-10	-2	1	-3	2	1.8	121	27	20	-6
C=CCN1C(=O)C2(OCCO2)c2cc(C)ccc21	11	0	-5	-2	1	-2.4	105	6	8	-5
CCOC(=O)C1=C(O)C(=O)N(Cc2cccnc2)C1c1ccc(C)cc1 (stereo unspecified)	9	0	2	-2	-15	-1.6	96	5	32	-11
Cc1nnc(-c2cccc(Br)c2)c2cn(-c3ccc(Br)cc3)nc12	-17	3	-6	7	-3	3.2	96	-14	-11	-13
CCC(C)(C)NS(=O)(=O)c1cc(CN2C(=O)c3cccnc3C2=O)ccc1OC	4	0	-4	3	2	-0.9	88	-9	27	-1
CCOC(=O)C1CN(Cc2ccccc2)C(=O)C1=O (stereo unspecified)	10	-2	2	0	0	-2.0	121	1	10	-6
N#CC1=C(N)SC(N)=C(C#N)C1c1c(Cl)cccc1Cl	4	-4	-5	-3	-3	-0.9	106	6	8	-13
Cc1ccccc1OCc1nc2ccccc2c(=O)n1/N=C/c1c[nH]c2ccccc12	-12	5	-2	-7	-12	2.2	104	16	-2	-3
COc1ccc(C(=O)OCC(=O)NCC2CCCO2)cc1[N+](=O)[O-] (stereo unspecified)	13	7	2	3	-6	-2.7	106	-7	43	1
CN(c1ccc(OCC(=O)N2CCCCC2)cc1)S(=O)(=O)c1cccs1	-9	-2	-1	8	-11	1.6	102	-22	7	-14
C(=C\c1ccccc1)/CSc1nnc(-c2ccccc2)n1Cc1ccco1	13	1	-1	-8	-9	-2.2	103	-4	3	-15
